# Assay outcomes (PubChem)
# uPA surface inh: inhibitors of cell surface uPA generation | cell surface uPA generation assay, qHTS | 0.31% of 330,000 active | Potency, µM (top dose mostly 38.3 µM), inactives show top-dose activity change, negative = inhibition, actives largely listed as inhibitors; active means well fitted inhibition curve with a large enough effect; inconclusive means small, poorly fitted or top-dose-only effect; inactive means no such curve, though single readings can be large or run the other way; tested in mouse RAW 264.7 cells; further: on the % scale 0 is the no-effect control and ±100 the full control effect; nearly all actives have a fitted effect of over 55% in size
# FLuc counter: firefly luciferase modulation, counter-screen for miR-21 project | P08659 | purified FLuc, Km substrates, luminescence inhibition | Potency, µM (titrated, usually from 57.5 µM), inactives show at the top dose activity change, negative = inhibition, hits mostly inhibitors | 6.9% of 360,000 active;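 further: plate controls were vehicle for no effect and reference inhibitor for full effect; nearly all actives have a fitted effect of over 55% in size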
#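 Purified P. pyralis luciferase (10nM final) with 10uM D-luciferin and 10uM ATP (Km levels) in 50mM Tris acetate pH 7.5, 10mM Mg acetate, 0.01% Tween-20, 0.05% BSA; qHTS 6-point titration, ~60 µM downward; luminescence read.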
# NPC1 promoter act: activates the NPC1 promoter; Huh7 NPC1 promoter luciferase reporter, 24 h; Potency, µM (doses to about 9.22 µM), for the others: top-dose activation, most hits filed as activators; 2.4% of 320,000 active; AID 485313;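 further: % of control where 0% means no effect; nearly all actives have a fitted effect of over 60% in size; reporter is driven by a mutant NPC1 promoter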
#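 Stable NPC1-promoter luciferase Huh7 line; cpd (DMSO) 24 h, 37 °C, 5% CO2; Amplite luciferase reagent 10 min RT; luminescence readout. qHTS format.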
# VP16 counter: Gal4-VP16 reporter inhibition counter-screen | Potency, µM (top dose mostly 53.6 µM), for the others: at the top dose activity, negative = inhibition, most hits filed as inhibitors | Drosophila S2 Gal4-VP16 UAS-luciferase, luminescence, 20 h | 3.5% of 310,000 active | AID 2546;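 further: Gal4-VP16 expression switched on by copper sulfate through the metallothionein promoter; on the % scale 0 is the no-effect control and ±100 the full control effect; nearly all actives have a fitted effect of over 50% in size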
# BRCA1 expr up: activators of BRCA1 expression. MCF7-BRCA1-FFLuc reporter, luminescence, 48 h; response scale: scaled: vehicle 0%, 10 µM genistein 100%. Potency, µM (titrated, usually from 46.1 µM), for the others: at the top dose activation, most hits filed as activators. 1.1% of 380,000 active; further: nearly all actives have a fitted effect of over 80% in size; some results filed as inactive show a strong effect at the top dose
#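 MCF7 cells carrying a BRCA1-firefly luciferase reporter (2000 cells/well, phenol-red free MEM) were attached for 2 h at 37 °C, then given compounds for 48 h. Luminescence was read 15 min after luciferase reagent; activity normalized to genistein (10 microM) and DMSO.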
# p53 reactivation: restores transcriptional activity of mutant p53; H1299 p53-A138V BP100-luciferase reporter, luminescence, 24 h; Potency, µM (series often up to 92.2 µM), for inactives: at the top dose activity change, positive = activation, most hits filed as activators; 0.063% of 320,000 active; further: % of control where 0% means no effect; nearly all actives have a fitted effect of over 45% in size
#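 p53-null H1299 cells stably carrying temperature-sensitive p53-A138V and a BP100-luciferase reporter were pinned with compounds (4-point, 1:5 series) and held 24 hrs at 37 deg C. Luminescence was read 10 min after detection reagent.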
# MBNL1-CUG inh: inhibitors of human MBNL1 binding to CUG repeat RNA; Q9NR56; TR-FRET MBNL1-His/biotin-(CUG)12 binding, 665/545 ratio; Potency, µM (doses to about 57.5 µM), without a hit: top-dose activity change, negative = inhibition, most hits filed as inhibitors; 0.036% of 280,000 active; AID 2675; active means well fitted inhibition curve with a large enough effect in the signal ratio, with a control signal flat, not every such curve was filed as active; inconclusive means small, poorly fitted or top-dose-only effect, or effect the other way, or a change in a side signal; inactive means no such curve, though single readings can be large or run the other way; the % refers to the signal ratio; further: on the % scale 0 is the no-effect control and ±100 the full control effect
# Target sequence (Q9NR56 whole entry, looked up): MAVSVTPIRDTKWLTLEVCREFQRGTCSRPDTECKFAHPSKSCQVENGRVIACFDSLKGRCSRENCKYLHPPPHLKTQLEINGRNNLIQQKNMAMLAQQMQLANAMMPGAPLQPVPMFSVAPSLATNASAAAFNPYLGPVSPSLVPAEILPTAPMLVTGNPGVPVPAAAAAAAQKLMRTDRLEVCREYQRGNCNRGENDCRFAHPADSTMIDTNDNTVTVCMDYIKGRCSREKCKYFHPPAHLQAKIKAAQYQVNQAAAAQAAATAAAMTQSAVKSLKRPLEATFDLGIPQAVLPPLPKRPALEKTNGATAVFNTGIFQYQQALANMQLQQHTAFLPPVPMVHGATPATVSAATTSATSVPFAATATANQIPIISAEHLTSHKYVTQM
#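 MBNL1-His + Biotin-(CUG)12, cpd titration 92 nM–58 uM; Tb anti-His Ab 0.055 ng/ul, SA-XL665 5 nM (final); 60 min RT; ratiometric 665/545 nm, Ex 340 nm; normalized to buffer and full-complex controls.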
# ELG1 genotoxic: genotoxicity induction in ELG1-luciferase HEK293T cells | HEK293T ELG1-luciferase reporter, luminescence, 16 h | 1.3% of 330,000 active | Potency, µM (doses to about 46 µM), for the others: top-dose activity change, positive = activation, usual class: activators | AID 504466; further: % of control where 0% means no effect; nearly all actives have a fitted effect of over 60% in size
#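 Luminescence read-out: rising ELG1-luciferase signal, reflecting elevated ELG1 protein under genetic stress, flags genotoxic compounds. Cells were treated for 16 hr at 37 °C before ONE-Glo detection.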
# Rab9 promoter act: activators of Rab9 promoter; AID 485297; Potency, µM (top dose mostly 9.22 µM), inactives show at the top dose activation, negative = inhibition, hits mostly activators; 2.8% of 320,000 active; Huh7 Rab9 promoter-luciferase reporter, luminescence, 24 h; further: % of control where 0% means no effect; nearly all actives have a fitted effect of over 60% in size
#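 Stable Rab9-luc Huh7, 1500 cells/well, 2 h settle; cmpd in DMSO, 24 h, 37 °C/5% CO2; luciferase reagent 10 min RT; luminescence.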
# RORgamma inh: ROR gamma (mouse) transcription inhibition. Potency, µM (highest dose often 53.6 µM), inactives show at the highest dose activity change, negative = inhibition, hits mostly inhibitors. Drosophila S2 Gal4-RORgamma UAS-luciferase reporter, 20 h. 5.4% of 310,000 active; further: on the % scale 0 is the no-effect control and ±100 the full control effect; nearly all actives have a fitted effect of over 60% in size
# Target sequence (P51450 whole entry, looked up, the tested form may be a part): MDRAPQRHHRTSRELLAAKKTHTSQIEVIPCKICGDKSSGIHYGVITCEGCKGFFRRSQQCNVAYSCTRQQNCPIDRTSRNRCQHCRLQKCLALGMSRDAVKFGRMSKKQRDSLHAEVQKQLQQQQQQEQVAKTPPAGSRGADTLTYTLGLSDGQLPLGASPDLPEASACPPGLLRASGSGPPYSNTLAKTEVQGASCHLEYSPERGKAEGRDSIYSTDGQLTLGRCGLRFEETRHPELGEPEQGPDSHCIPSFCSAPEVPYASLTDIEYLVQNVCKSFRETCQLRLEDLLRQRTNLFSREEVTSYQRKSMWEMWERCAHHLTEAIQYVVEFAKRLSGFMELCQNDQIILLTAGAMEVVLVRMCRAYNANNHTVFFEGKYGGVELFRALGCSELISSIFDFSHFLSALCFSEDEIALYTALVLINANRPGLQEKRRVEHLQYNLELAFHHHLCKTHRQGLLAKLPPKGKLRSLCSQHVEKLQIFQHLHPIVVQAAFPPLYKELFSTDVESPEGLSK
#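 A Gal4/UAS one-hybrid system in insect cells: metallothionein-promoter Gal4–ROR gamma fusion plus Photinus luciferase reporter. Copper sulfate 700 uM final, 20 hr ambient incubation, luminescent detection after 10 min with reagent.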
# Starred values were filed as active, the others as inactive; ? = inconclusive; . = not tested or not shown; [ ] = remark or other dose. Unless noted, the call rests on the fitted dose curve; in most records, active means well fitted curve in the direction sought with a large enough effect; inconclusive means small, poorly fitted or top-dose-only effect, or another doubt; inactive means no such curve, though single readings can be large; an effect the other way counts as inactive or inconclusive. Potency means the concentration at half of the fitted maximal effect.
nr	SMILES	uPA surface inh	FLuc counter	NPC1 promoter act	VP16 counter	BRCA1 expr up	p53 reactivation	MBNL1-CUG inh	ELG1 genotoxic	Rab9 promoter act	RORgamma inh
1	O=S(=O)(c1ccccc1)N1CCN=C1SCc1cccc(Cl)c1	-6%	-3%	0%	14%	-41%	3%	-10%	-1%	-5%	-3%
2	COc1ccc(-n2c(C)cc(/C=C3/SC(=O)N(CC(=O)N4CCOCC4)C3=O)c2C)cc1	1%	1.7µM*	14%	1%	-9%	-1%	.	3%	24%	18%
3	C/C(CC(=O)NC12CC3CC(CC(C3)C1)C2)=N\NC(=O)Cc1cccs1	2%	-2%	-2%	?	-8%	-2%	.	0%	-3%	-43%
4	COc1ccc(CNC(=O)N[C@@H](Cc2c[nH]c3ccccc23)C(=O)O)cc1	4%	3%	-2%	0%	4%	0%	3%	-1%	4%	8%
5	CCN(CC)c1ccc(NC(=O)c2cccc(C)c2OC)c(C)c1	.	11µM*	1.1µM*	-28%	4.5µM*	?	-4%	?	?	38%
6	CCN(CCO)c1ncnc2c1sc1nc(CC(C)C)c3c(c12)CC(C)(C)OC3	-12%	1%	-5%	-26%	-32%	3%	0%	-1%	-2%	17%
7	CCCOc1ccc(C(F)(F)F)cc1NC(=O)C1CC(=O)N(Cc2ccco2)C1 (stereo not drawn)	-1%	-1%	2%	.	-7%	-10%	.	1%	-5%	.
8	O=C(NCc1ccccn1)C(=O)NCC1OCCN1S(=O)(=O)c1ccc([N+](=O)[O-])cc1 (stereo not drawn)	-3%	1%	1%	6%	-10%	-3%	?	-1%	1%	-18%
9	CC(=O)C1=C(C)NC(=O)NC1c1cccc(O)c1 (stereo not drawn)	.	-1%	0%	-7%	-14%	11%	-9%	2%	-1%	-5%
10	OCCSc1nc(-c2ccccc2)nc2c1CCC2	-11%	-3%	0%	-6%	-18%	1%	-19%	-1%	-4%	11%
11	CCN(CC)C(=O)C1CCCN(c2ccc([N+](=O)[O-])cc2/C=N/NC(=O)c2cccc(Br)c2)C1 (stereo not drawn)	4%	-5%	-1%	-8%	-24%	-8%	23%	-11%	3%	3%
12	COC(=O)c1c(C(=O)OC)c2ccccn2c1C(=O)c1ccccc1	-6%	3%	-3%	28%	3%	.	19%	-5%	0%	?
13	O=C(NNC(=O)c1ccc(-c2ccccc2)cc1)Nc1ccc(F)cc1F	0%	4%	0%	0%	8%	16%	-2%	?	3%	?
14	O=C(COC(=O)C1CCCCC1)Nc1ccc(S(=O)(=O)N2CCOCC2)cc1	2%	-5%	-1%	4%	21%	6%	-4%	3%	-2%	23%
15	COc1ccc(C)cc1Nc1n[n+](-c2ccccc2)c(-c2cc(OC)c(OC)cc2Br)s1	-25%	3%	-3%	?	-83%[inhibitor]	.	6%	-1%	0%	10µM*
16	Cc1ccc(C2CCN(C(=O)Nc3ccccc3)C2)cc1 (stereo not drawn)	-7%	12µM*	4.5µM*	-4%	5µM*	?	1%	?	4µM*	34%
17	O=C1C2CCCN2C(=O)N1CCCN1CCN(c2cccc(Br)c2)CC1 (stereo not drawn)	-9%	-5%	6%	-19%	-13%	-4%	1%	-5%	2%	-1%
18	CCN1CCN(CC(=O)Nc2cc(C(F)(F)F)ccc2OCCOC)CC1	10%	-1%	1%	0%	5%	-3%	1%	-3%	-5%	-20%
19	CC(Sc1nnc(N)s1)C(=O)Nc1ccc2c(c1)OCCO2 (stereo not drawn)	-2%	-19%	1%	9%	25%	20%	0%	7%	17%	-3%
20	COc1ccc(-n2nnnc2Sc2ccc(S(=O)(=O)N3CCOCC3)cn2)cc1	-3%	-18%	-1%	1%	-19%	3%	-2%	-6%	-5%	?
21	COC(CNC(=O)c1cc(C)nn1-c1ccccc1)OC	2%	4%	0%	0%	26%	1%	-10%	5%	10%	-5%
22	Cc1ccc(S(=O)(=O)N2CCCCC2)cc1NC(=O)[C@@H]1CCCN1C(=O)c1cccs1	-4%	0%	1%	.	-12%	-25%	.	-2%	-3%	.
23	O=C(COc1ccc(S(=O)(=O)NC2CCCCC2)cc1Cl)NCc1ccc2c(c1)OCO2	.	?	2%	2%	-28%	3%	-4%	-5%	-1%	45%
24	CCN(C(=O)COC(=O)CCS(=O)(=O)c1ccc(C)cc1)C1CCS(=O)(=O)C1 (stereo not drawn)	3%	5%	-3%	-5%	-2%	-2%	2%	10%	-3%[1.84 µM]	3%
25	Nc1ncc(Br)cc1S(=O)(=O)NCCC(=O)NCc1ccc(F)cc1	-1%	0%	-5%	-7%	0%	-7%	-4%	-6%	0%	-10%
26	N#CCSc1nnc(CNc2ccc(F)cc2)o1	-2%	5%	-4%	-10%	-12%	-6%	-4%	3%	-4%	4%
27	COc1cc2cc(C(=O)N[C@@H](Cc3ccccc3)C(=O)O)n(C)c2c(OC)c1OC	-29%	2%	-2%	6%	-28%	-6%	-8%	0%	3%	5%
28	COc1ccc(NC(=O)CN(C)C(C)C(=O)N2CCCCC2)cc1 (stereo not drawn)	.	-1%	1%	10%	1%	1%	4%	1%	-6%	-8%
29	S=c1nc[nH]c2c1[nH]c1ccc(Cl)cc12	-2%	-1%	-1%	-10%	16%	0%	8%	4%	-1%	-39%
30	Cc1ccc(S(=O)(=O)NNC(=S)NC(C)(C)C)cc1	15%	1%	-6%	?	2%	-4%	-3%	0%	-6%	8.9µM*
31	CCCS(=O)(=O)c1ccc(COC(=O)Cc2ccc([N+](=O)[O-])cc2)cc1	-4%	-5%	-1%	-1%	-9%	9%	?	0%	1%	-1%
32	COc1cc(/C=C2\CCCc3c2nc2ccccc2c3C(=O)O)cc(Cl)c1O	1%	?	0%	7%	-1%	-3%	?	1%	-1%	13%
33	COc1cccc(NC(=S)Nc2ccc(O)cc2)c1	?	?	0%	7%	38%	5%	-7%	9%	1%	-29%
34	O=c1oc2ccc(C#CC3(O)CCCCC3)cc2cc1-n1cc(C2(O)CCCCC2)nn1	1%	-1%	1%	.	-7%	-1%	.	2%	1%	.
35	C=CCNC(=O)c1ccc(C)c(Br)c1	3%	-2%	-3%	.	-5%	10%	-2%	2%	-2%	5%[0.365 µM]
36	COc1cccc(/C=N/Nc2ncnc3c2[nH]c2ccc(C)cc23)c1OC	-10%	1.5µM*	17%	?	17%	2%	-1%	8%	24%	6.3µM*
37	Cc1cc(C)c(S(=O)(=O)N(C)CC(=O)N2CCCCC2)c(C)c1	-3%	4%	3%	1%	-9%	-2%	-2%	1%	1%	12%
38	O=C(CCN1C(=O)c2ccccc2S1(=O)=O)Nc1ccccc1F	-6%	-2%	-1%	.	29%	.	-3%	0%	1%	.
39	CC1(C)CCCC(C)(C)N1CC(O)COCCOc1ccc(Br)cc1 (stereo not drawn)	-2%	7%	-3%	-17%	-20%	-26%	-11%	-6%	3%	?
40	O=[N+]([O-])c1ccc(OC/C=C2\Oc3ccc([N+](=O)[O-])cc3C2N2CCOCC2)cc1 (stereo not drawn)	0%	1%	-9%	10%	-20%	-5%	?	-4%	-1%	43%
41	CCOC(=O)c1ccc(-c2ccc3c(=O)c4ccccc4n(C)c3c2)cc1F	7%	-18%	1%	1%	3%	.	-6%	11%	3%	3%
42	O=C(O)/C=C/C(=O)Nc1ccc(O)cc1	-16%	0%	-1%	3%	-5%	2%	?	-1%	-2%	19%
43	CCN(CC)CCn1c2c(c(SCC(=O)Nc3ccc(C(C)C)cc3)nc1=O)CCCC2	8%	1%	-1%	.	-1%	-4%	.	-2%	-5%	.
44	CN1C/C(=C/c2cccs2)C(=O)/C(=C\c2cccs2)C1	-8%	?	-3%	0%	0%	?	?	-2%	-6%	?
45	Cc1ccccc1CSCC(=O)N1CCN(c2ccccc2)CC1	3%	?	17%	5%	57%	?	-9%	5%	16%	41%
46	CCCCn1c(SCC(=O)NC2CC(C)(C)NC(C)(C)C2)nc2cc(S(N)(=O)=O)ccc21	1%	-2%	-6%	-8%	-11%	1%	-6%	-1%	-2%	-7%
47	Cc1ccc(CN2CCc3[nH]c(=O)[nH]c(=O)c3C2)cc1	-11%	1%	-3%	0%	-12%	-1%	4%	-1%	-1%	0%
48	Cc1ccc(NC(=O)CCNS(=O)(=O)c2ccc3c(c2)CCC(=O)N3)c(Br)c1	3%	-1%	1%	-10%	-41%	5%	-3%	1%	0%	-1%
49	NS(=O)(=O)c1ccc(N/N=C/c2ccc(O)c(O)c2O)c([N+](=O)[O-])c1	0%	?	1%	-2%	0%	-5%	?	0%	-7%	-7%
50	CCCc1cn(S(=O)(=O)c2ccc(OC)cc2OC)nc1N	14%	-18%	9%	16%	0%	17%	1%	?	-1%	16%
51	CCOCC(=O)Nc1cc(C(=O)Nc2ccccc2)ccc1Cl	-8%	?	-2%	-6%	?	9%	9%	5%	-3%	9%
52	O=C1CCc2cc(S(=O)(=O)NC(Cc3ccccc3)C(=O)NCC3CCCO3)ccc2N1 (stereo not drawn)	-3%	1%	4%	-13%	-16%	-5%	-9%	1%	-13%	7.9µM*
